Screening data: PubChem, Sanford-Burnham Center for Chemical Genomics
APJ agonist – activates the human apelin receptor APJ; P35414; CHO-K1 APJ PathHunter beta-arrestin, luminescence; 0% DMSO wells, 100% apelin; activation, % at 20 µM; 0.11% of 330,000 active; AID 2520;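 active means activation more than six SD over the plate average, tested at 20 µM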;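 further: 0% = DMSO alone and 100% = apelin-13 at 10 nM; some results filed as inactive read as strong as hits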
Target sequence (P35414 whole entry, looked up): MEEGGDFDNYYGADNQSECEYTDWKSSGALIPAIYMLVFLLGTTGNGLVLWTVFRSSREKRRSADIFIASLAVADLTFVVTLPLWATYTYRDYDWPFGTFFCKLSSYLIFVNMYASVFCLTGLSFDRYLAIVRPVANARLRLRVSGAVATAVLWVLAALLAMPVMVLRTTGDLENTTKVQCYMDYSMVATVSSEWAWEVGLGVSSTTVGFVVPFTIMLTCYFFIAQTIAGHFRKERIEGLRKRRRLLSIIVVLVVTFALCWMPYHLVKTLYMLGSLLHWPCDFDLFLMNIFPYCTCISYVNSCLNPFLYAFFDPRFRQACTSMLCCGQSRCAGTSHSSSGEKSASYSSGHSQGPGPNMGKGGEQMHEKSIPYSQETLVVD
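Assay system: engineered CHO-K1 APJ arrestin reporter cells; Amount: 1000 CHO-K1 reporter cells seeded per well; Dosing: one dose, 20 µM compound, 1% DMSO; Times: compound stimulation 90 min at 25 °C, detection 60 min; Measured by: luminescent beta-gal fragment complementation, chemiluminescent substrate; Read-out: APJ–arrestin association signal; Controls: DMSO vs Apelin-13 10 nM.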
EBI2 antag – blocks human EBI2 receptor beta-arrestin signaling; EBI2 beta-arrestin recruitment, luminescence, 7a,25-OHC stimulated; inhibition, % at 5 µM; 0.81% of 360,000 active; AID 651636; in the data active means inhibition above about 38%;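 further: enzyme fragment complementation signal reports receptor beta-arrestin coupling in cells; 0% = agonist plus DMSO wells and 100% = wells without agonist; some results beyond the cut were filed as inactive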
Target sequence (P32249 whole entry, looked up, the tested form may be a part): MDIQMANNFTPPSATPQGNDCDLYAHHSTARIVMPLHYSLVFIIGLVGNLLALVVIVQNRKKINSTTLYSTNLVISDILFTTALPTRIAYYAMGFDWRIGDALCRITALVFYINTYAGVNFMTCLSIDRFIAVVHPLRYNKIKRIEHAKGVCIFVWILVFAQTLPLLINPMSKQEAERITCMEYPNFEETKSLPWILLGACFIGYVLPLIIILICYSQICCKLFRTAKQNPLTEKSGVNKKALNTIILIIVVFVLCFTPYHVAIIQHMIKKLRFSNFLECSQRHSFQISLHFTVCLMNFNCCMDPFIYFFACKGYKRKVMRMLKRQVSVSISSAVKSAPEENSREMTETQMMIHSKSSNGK
tim23-1 inh – inhibits growth of tim23-1 mutant yeast; S. cerevisiae tim23-1 growth, BacTiter-Glo luminescence, 24 h; inhibition, % at 20 µM; 1.3% of 330,000 active; AID 463212;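 active means growth inhibition of the mutant yeast at or above 50%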;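 further: temperature-sensitive mutant grown at 25 °C; plate controls were DMSO-treated mutant yeast for no effect and medium wells lacking yeast for full effect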
XBP1 UPR activ – activators of adaptive arm of unfolded protein response (XBP1). activation, % at 20 µM. 0.33% of 330,000 active. AID 463104. CHO-XBP1 luciferase reporter, IRE1-XBP1 UPR activation, luminescence; percent of tunicamycin response, DMSO as zero;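 active means versus positive control, 20 µM dose yields 30% or more activation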;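 further: 100% = tunicamycin at 10 µg/mL and 0% = DMSO only wells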
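Assay system: CHO-XBP1 luciferase reporter cells; Schedule: 6 h treatment, 37 °C; Detection: glow luminescence from Steady-Glo reagent; Benchmarks: high control tunicamycin 10 µg/mL final, low control DMSO vehicle only.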
APJ antagonist – antagonists of human APJ apelin receptor; P35414; CHO-K1 APJ beta-arrestin complementation, luminescence; inhibition, % at 20 µM; 0.32% of 330,000 active;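 active means inhibition above about 40% at 20 µM, limit read from the data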;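 further: cells challenged with 10 nM apelin-13 agonist together with compound; plate controls were apelin-13 plus DMSO wells for no effect and DMSO wells lacking apelin-13 for full effect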
CCR6 antagonist – antagonists of human CCR6 receptor; P51684; CHO-K1 CCR6 PathHunter beta-arrestin, luminescence, CCL20-stimulated; inhibition, % at 20 µM; 0.49% of 340,000 active; AID 493098;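 active means compounds whose inhibition of the agonist-driven luminescence signal at 20 µM reaches about 50%, limit read from the data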;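 further: cells stimulated with CCL20 at 14 nM final; plate controls were DMSO with CCL20 for no effect and DMSO without agonist for full effect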
CXCR6 inh – inhibitors of human CXCR6 receptor; inhibition, % at 20 µM; CHO-K1 PathHunter CXCR6 beta-arrestin, luminescence; AID 602244; 0.36% of 360,000 active; in the data active means inhibition above about 34%, passing the limit was not always enough;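 further: antagonist mode with CXCL16 agonist at 10 nM final; 0% = 10 nM CXCL16 with DMSO and 100% = unstimulated wells without agonist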
Target sequence (O00574 whole entry, looked up): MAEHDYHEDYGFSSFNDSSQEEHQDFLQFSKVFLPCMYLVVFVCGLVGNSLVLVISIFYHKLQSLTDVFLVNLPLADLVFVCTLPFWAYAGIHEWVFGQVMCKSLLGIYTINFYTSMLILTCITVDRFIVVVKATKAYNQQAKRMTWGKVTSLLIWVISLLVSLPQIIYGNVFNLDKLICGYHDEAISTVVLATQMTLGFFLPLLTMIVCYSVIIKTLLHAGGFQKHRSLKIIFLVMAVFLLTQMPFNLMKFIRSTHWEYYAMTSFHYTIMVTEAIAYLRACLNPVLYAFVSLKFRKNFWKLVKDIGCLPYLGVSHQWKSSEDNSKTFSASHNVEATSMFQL
UPR CHOP act – apoptotic UPR (CHOP) activation | CHO-CHOP luciferase reporter, luminescence; percent of tunicamycin response over DMSO baseline | activation, % at 10 µM | 0.34% of 330,000 active | AID 449763;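 active means at 10 µM dose, activation of 40% or more, normalized to positive control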;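 further: 100% = tunicamycin at 10 µg/mL and 0% = DMSO alone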
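assay system = CHO CHOP reporter cells | amount = 500 CHO-CHOP cells per well | buffer or medium = F12 with 10% FBS | incubation = 16-18 h cell attachment, then 6 h compound exposure, 37 °C | detection = luminescence read with Steady-Glo | read-out = percent activation relative to tunicamycin control | controls = tunicamycin high control, DMSO low control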
Mdm2-MdmX inh – disrupts the human Mdm2-MdmX interaction; O15151+Q00987; SaOS-2 split-luciferase Mdm2/MdmX complementation, luminescence; inhibition, % at 8 µM; 3% of 330,000 active; AID 485346;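 active means inhibition of at least 50% at 8 µM in the primary screen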
An asterisk follows results filed as active; x = not tested or not shown; & = joins results of further samples. A portion of the library (hit frequency here may not be typical).

SMILES	APJ agonist	EBI2 antag	tim23-1 inh	XBP1 UPR activ	APJ antagonist	CCR6 antagonist	CXCR6 inh	UPR CHOP act	Mdm2-MdmX inh
Cc1nn(C(C)CC(=O)O)c(C)c1Br (stereo unspecified)	0	1	15	1	-6	9	-5	1.3	-2
COc1ccc(NC(=O)CS(=O)(=O)c2cccc(Cl)c2)cc1	3	-14	7	-6	-7	8	-9	0.9	1
CCOC(=O)c1[nH]c(C)c(C(=O)N2CCc3ccccc32)c1C	-5	3	11	24	8	6	-3	-0.8	63*
CCOC(=O)C1=CN(Cc2ccco2)S(=O)(=O)NC1CC (stereo unspecified)	x	-3	30	3	x	17	1	0.5	-6
O=c1oc(CCCO)cc2ccc(C#Cc3cccnc3)cc12	-1	-1	23	6	-6	14	-8	1.3	-5
COc1ccc(S(=O)(=O)NCCSCc2ccccc2C)cc1Br	-1	-10	3	0	-12	3	0	-1.8	-18
CC(NC(=O)c1cn(C)c2ccc(S(=O)(=O)N3CCCC3)cc2c1=O)c1ccccc1 (stereo unspecified)	2	2	-4	-5	15	24	3	0.8	16
COc1ccc(-c2nc(-c3ccc4c(c3)OCO4)[nH]c2-c2ccc(OC)cc2)cc1	2	48*	43	-1	17	17	4	5.1	67*
O=C(NC1CCN(Cc2ccc(Cl)c(Cl)c2)CC1)c1ccccc1	-1	0	11	-6	10	5	0	-1.2	26
CCn1c(SC(C)C(=O)NCC2CCCO2)nc2scc(-c3ccccc3)c2c1=O (stereo unspecified)	-4	9	20	2	13	16	2	-0.5	21
COc1cc(C2NC(=O)NC(C)=C2C(=O)OC2CCCCC2)cc(Br)c1O (stereo unspecified)	-5	-9	19	4	7	3	-4	0.6	20
CCN1CCCC1CNC(=O)C1c2cc(OC)c(OC)cc2C(=O)N(C)C1c1cccnc1 (stereo unspecified)	8	-9	23	-1	-26	-2	0	1.7	22
O=C(CSCc1cc(=O)n2nc(C3CC3)sc2n1)Nc1ccc(F)cc1	-2	-8	3	-4	4	-6	6	0.6	-5
O=C(Nc1ccc(OC(F)(F)F)cc1)c1ccc(S(=O)(=O)N2CCOCC2)o1	2	-3	22	-1	2	-5	-8	-0.5	14
CCOC(=O)C1CCN(C(=O)c2cc(COc3ccc(OC)c4ccccc34)on2)CC1	4	-7	31	-1	-49	8	2	4.8	-69
COc1ccc(C2Nc3ccccc3C(=O)N2O)cc1OC (stereo unspecified)	-2	8	-14	2	16	16	6	0.8	-21
CCSc1nc2c(c(=O)[nH]1)C(c1cccs1)C(C(=O)OC)=C(C)N2 (stereo unspecified)	-2	1	18	-2	-5	5	6	-1.1	-3
NC(=O)c1nn(-c2ccc(Oc3ccccc3)cc2)c(=O)cc1O	-1	6	-2	-1	-6	-3	-6	1.3	-11
CN1CCN(CC(C)(C)NS(=O)(=O)c2ccc(Cl)cc2)CC1	0	-8	3	-3	15	-5	0	-2.7	22
COc1ccccc1C(=O)Nc1ccc(Oc2ncnc3sc(-c4ccccc4)cc23)cc1	-3	26	2	1	2	17	8	0.9	9
CCN(CC)S(=O)(=O)c1cccc(C(=O)N2CC(O)CC2C(=O)OC)c1 (stereo unspecified)	-2	-7	0	-2	10	-11	4	-1.2	17
CC(=O)Nc1ccc(C(=O)OCC(=O)NC2CCCCCCC2)cc1	2	-12	27	-3	14	4	-5	-0.8	18
CN(C)N=Nc1nc2c(c(=O)n(C)c(=O)n2C)n1C	-5	7	6	3	13	-1	1	1.7	-4
O=S(=O)(/N=C(/Nc1nccs1)c1ccc(F)cc1)c1ccccc1	2	6	8	-3	1	-2	7	0.6	-17
COc1ccccc1N(C(=O)CCl)c1cn(C(C)=O)c2ccccc12	-3	-8	36	-3	19	8	2	35	96*
(continued)
SMILES	APJ agonist	EBI2 antag	tim23-1 inh	XBP1 UPR activ	APJ antagonist	CCR6 antagonist	CXCR6 inh	UPR CHOP act	Mdm2-MdmX inh
CC(C)CNC(=O)NC(=O)COc1ncnc2sccc12	-4	-3	-6	0	14	11	3	-1.8	21
CN(C)NC(=O)C12CCC(C)(C(=O)O1)C2(C)C (stereo unspecified)	-3	-5	-8	9	3	2	-6	1.4	3
CCCSc1nc(O)c(C2OC(=O)c3c2ccc(OC)c3OC)c(=O)n1C (stereo unspecified)	0	-13	15	-1	7	-11	-1	-0.5	-7
Cc1ccc(NC(=O)Nn2cnnc2)cc1	-3	-12	-1	3	-7	4	4	1.8	2
CCOC(=O)c1ccc(NC(=O)c2cc(C)nn2-c2ccccc2)cc1	-1	4	28	-2	12	8	-5	1.3	-28
CCC1=C(OC(=O)N(CC)CC)N2C(=O)OC(=NCc3ccccc3)[C@]2(C)[C@H]2C1=CC[C@H]1C(=O)N(CC(=O)OC)C(=O)[C@H]12	1	-5	-16	4	4	-1	-6	3.3	10
COc1ccccc1OCc1nc2ccccc2[nH]1	-2	-1	9	-2	6	5	5	4.9	-36
O=C(Cn1cnc([N+](=O)[O-])n1)NCc1ccccc1	0	-8	6	-1	-7	15	-3	1.1	9
Cc1ccc(S(=O)(=O)CC(=O)N(C)C)cc1	-1	-4	8	-3	-5	-3	1	-0.9	24
Cc1ccc(Cl)cc1NC(=O)CCC(=O)Nc1cc(Cl)ccc1C	-1	-3	-2	3	-30	0	4	-0.6	16
COc1cc2c(c(OC)c1OC)C(c1ccc3c(c1)OCO3)CC(=O)O2 (stereo unspecified)	x	-2	14	2	x	14	-5	3.6	12
CC(Oc1ccccc1)C(=O)Nc1c2c(nn1-c1ccccc1)CS(=O)(=O)C2 (stereo unspecified)	1	-15	13	-3	-10	-3	-6	0.9	7
Cc1noc(C)c1NC(=O)N(C)C[C@H]1Oc2ccc(NC(=O)C3CC3)cc2C(=O)N([C@H](C)CO)C[C@@H]1C	-1	2	11	-5	-7	9	-2	-0.6	6
Cc1occc1-c1nnc(SCc2cc(=O)n3cc(Br)ccc3n2)n1C	-1	x	4	-1	14	5	x	0.8	-1
Cc1ccc(CNC(=O)CCCCn2c(=O)[nH]c3ccsc3c2=O)cc1	-2	9	11	-1	-14	11	1	1.8	-9
Cc1nn(CC#N)c(=O)n1-c1ccc(Cl)cc1	0	-1	-1	0	-23	3	6	1.9	3
COc1cc(C(=O)NCC(c2cccnc2)N2CCN(C)CC2)cc(OC)c1OC (stereo unspecified)	7	-8	13	1	7	2	-3	2.2	-3
COc1ccc(Cl)cc1C(=O)Nc1ccc(NC(C)=O)cc1	1	-4	16	1	-14	10	-1	-2.3	1
Cc1ccc(C(=O)N[C@@H](Cc2ccccc2)C(=O)N2CCC3(CC2)NCCc2[nH]cnc23)cc1C	-1	-6	-7	-6	-3	8	1	1.7	-16
O=C(C1CCCN(S(=O)(=O)c2ccc([N+](=O)[O-])cc2)C1)N1CCCCC1 (stereo unspecified)	5	-12	17	-5	-77	-13	-13	0.9	22
COc1ccc(/C=N/NC(=O)c2cc(C(C)(C)C)[nH]n2)cc1COc1ccc(F)cc1F	4	-2	37	-3	-17	-16	2	0.5	6
CCOC(=O)C1CCN(c2c(C(=O)c3ccccc3)cnc3ccc(Cl)cc23)CC1	-3	-20	26	-4	15	20	15	-1.0	10
CC(C)(C)NC(=O)CN(CC1CCCO1)C(=O)CNS(=O)(=O)c1ccc(F)cc1 (stereo unspecified)	1	-13	14	-2	17	9	-16	0.0	-18
COc1ccc(S(=O)(=O)N(C(=O)c2ccncc2)c2ccc3oc4c(c3c2)CCCC4)cc1	1	3	38	0	-2	11	1	4.4	47
CCC[C@@H]1CCCC/C=C\CCCC(=O)OCCN1C(=O)OC(C)(C)C	-4	15	30	1	10	24	-4	1.3	-2

Molecules from the list above that have a tert-butyl group:
SMILES	APJ agonist	EBI2 antag	tim23-1 inh	XBP1 UPR activ	APJ antagonist	CCR6 antagonist	CXCR6 inh	UPR CHOP act	Mdm2-MdmX inh
COc1ccc(/C=N/NC(=O)c2cc(C(C)(C)C)[nH]n2)cc1COc1ccc(F)cc1F	4	-2	37	-3	-17	-16	2	0.5	6
CC(C)(C)NC(=O)CN(CC1CCCO1)C(=O)CNS(=O)(=O)c1ccc(F)cc1 (stereo unspecified)	1	-13	14	-2	17	9	-16	0.0	-18
CCC[C@@H]1CCCC/C=C\CCCC(=O)OCCN1C(=O)OC(C)(C)C	-4	15	30	1	10	24	-4	1.3	-2

Next results.
SMILES	APJ agonist	EBI2 antag	tim23-1 inh	XBP1 UPR activ	APJ antagonist	CCR6 antagonist	CXCR6 inh	UPR CHOP act	Mdm2-MdmX inh
O=C(Cc1ccccc1)N1CCN(C(=O)c2cccs2)CC1	-3	-1	0	1	-14	-16	3	-1.1	6
O=C(OCC(=O)N1CCc2ccccc21)c1ccccn1	-4	1	-2	12	-3	-3	-2	3.2	13
O=C(CN1CCN(Cc2ccc(Cl)cc2)CC1)N/N=C/C=C/c1ccccc1[N+](=O)[O-]	-1	-18	33	-4	-8	3	-10	-2.0	30
CS(=O)(=O)c1cnc2c(-c3ccsc3)cnn2c1N	0	2	-11	3	16	8	2	5.6	-35
Cc1cccnc1NC(=O)CNC(=O)C12CC3CC(CC(C3)C1)C2	1	3	16	-1	1	6	6	1.5	14
COc1ccc(Cn2c(=O)oc3ccccc32)cc1F	-1	-3	1	-1	8	9	-2	0.9	19
COc1ccc(N2C(=O)C3CCCN3C2c2ccccc2OC)cc1 (stereo unspecified)	-4	-5	7	-4	-22	-6	2	-0.9	12
O=C(CSc1nnc(Cc2ccccc2)o1)Nc1ccc(N2CCOCC2)cc1	-2	-2	6	2	1	9	1	1.2	-2
CN(CC(=O)Nc1nc2ccccc2s1)S(=O)(=O)c1ccc(Br)cc1	-1	18	-5	-2	-3	1	-10	-1.0	8
CCOC(=O)N=S(N)(=O)c1ccc(Cl)cc1 (stereo unspecified)	2	-8	7	0	19	-1	0	0.7	5
N#Cc1nc(Cl)c(Cl)c(NN)c1Cl	0	-18	23	-4	16	5	-4	-0.7	20
Cc1ccc(N=c2c([N+](=O)[O-])nn(-c3ccc(Cl)cc3)n2O)cc1C	11	-7	22	-1	-92	1	-2	-0.2	2
Nc1cccc(Nc2nc(OC(C(F)(F)F)C(F)(F)F)nc(OC(C(F)(F)F)C(F)(F)F)n2)c1	-1	19	28	3	1	15	-8	-1.7	26
O=C(CN(Cc1ccccc1)C(=O)CCC(=O)Nc1ccccn1)NCc1ccc(F)cc1	3	21	7	-4	5	22	-1	-1.0	10
CCOC(=O)N(C)c1ccc(C(O)(C(F)(F)F)C(F)(F)F)cc1	-4	-15	7	0	-12	22	4	-0.5	19
C/C(N)=C(/C#N)C(=O)COC(=O)CCSc1ccccc1	-1	-1&-2	13	3	-6	3&4	-3&4	1.8	-67
CCN(CC)S(=O)(=O)c1ccc(OC)c(NC(=O)c2cccs2)c1	-3	9	7	-1	-2	1	3	0.6	14
Cc1cccc(Nc2c(-c3ccc(N4CCOCC4)cc3)nc3ncccn23)c1	-3	0	5	4	-7	7	4	1.6	-9
Cc1ccc(C(=O)NCCN(C)C)cc1C	-1	7	-7	0	7	1	-5	0.8	9
CCCn1nnnc1NCc1ccc(N2CCCC2)cc1	-1	-15	9	-1	5	3	3	-0.2	10
